Screening results (PubChem BioAssay)
RNase H inhibition: RNase H inhibition, HIV 1 Gag Pol polyprotein, FRET biochemical assay, screening (AID 372); HIV-1 RT RNase H, FRET RNA/DNA substrate fluorescence; higher % means a stronger effect; one-dose inhibition, % at 10 µM; IC50 in µM for titrated hits; hit rate 0.77% among 100,000; in the data active means inhibition above about 50%
Numbers without * were called inactive; & = joins results of further samples.

SMILES	RNase H inhibition
CCOC(=O)C1=C(C)N=c2s/c(=C\c3ccc(OC)cc3OC)c(=O)n2C1c1ccc(C)cc1 (stereo unspecified)	10.0%
COc1ccc(Cl)c(NC(=O)CSc2nc(C)cc(C)n2)c1	42.0%
O=C1c2ccc3c4c(ccc(c24)C(=O)N1c1ccccc1)C(=O)N(c1ccccc1)C3=O	8.0%
CCOC(=O)C(=CNc1ccc(OCC)cc1)C(=O)OCC	4.0%
CCOc1cc(/C=N/N2CCN(c3ccccn3)CC2)ccc1O	8.0%
COc1ccc(-n2c(SCC(=O)c3cccc([N+](=O)[O-])c3)nnc2-c2ccccc2)cc1	3.0%
O=[N+]([O-])c1ccc(F)c(N=Cc2c(O)ccc3ccccc23)c1	27.0%
Cc1cccc(N/C(N)=N/c2nc(C(F)(F)F)cc(=O)[nH]2)c1	0.0%
COc1ccc(NC(=O)c2cc(-c3ccccc3Cl)nc3ccccc23)c(OC)c1	14.0%
C=CCN1C(=O)/C(=C\c2cccc(/C=C3/SC(=S)N(CC=C)C3=O)c2)SC1=S	15.0%
CCOC(=O)/C(N=Nc1ccc(C(C)=O)cc1)=C(/O)c1nn2c(nc(=O)c3ccc(Cl)cc32)s1	12.0%
Cc1ccc(-c2csc(/C(C#N)=C\c3cccnc3)n2)cc1	6.0%
NC(=O)c1ccc(N=Cc2ccccc2[N+](=O)[O-])cc1	0.0%
O=c1c(-c2ccccc2)coc2c(CN3CCCCCC3)c(O)ccc12	0.0%
COCCCN1C(=O)/C(=C\c2ccc(Cl)c(Cl)c2)C(C(=O)OC)=C1C	0.0%
Cc1cc(Br)cc(C)c1NC(=S)NC(=O)Cc1ccccc1	23.0%
CCN(CC)c1ccc(N2C(=O)/C(=C/c3ccc4c(c3)OCO4)SC2=S)cc1	0.0%
COc1cccc(NC2=NC3(CCCCC3)N=C(N)N2)c1	5.0%
Cn1c2c(c(=O)[nH]c1=O)C(c1ccc(Cl)cc1)C1=C(N2)c2ccccc2C1=O (stereo unspecified)	6.0%
COc1ccc(OC)c(/C=C2\C(=O)NC(=S)N(c3ccc(Br)cc3)C2=O)c1	12.0%
O=C(NN=C1CCCC1)C(=O)Nc1ccc(F)cc1	6.0%
O=C(/C=C/c1ccco1)Nc1cccc(Cl)c1Cl	10.0%
Cc1ccc2c(nc3s/c(=C\c4cccc(Cl)c4Cl)c(=O)n32)c1C	19.0%
C=C(C)C(C)(O)C#CCN(CC)CC (stereo unspecified)	10.0%
O=C(CCCOc1ccccc1)NCc1ccco1	0.0%
O=[N+]([O-])c1ccc(-c2nc3ccc4ccccc4c3c3c2CCCC3)cc1	19.0%&4.0%
O=C(N/N=C/c1ccc(Cl)cc1Cl)C(=O)Nc1cccc(Cl)c1	5.0%
O=C(/C=C\c1ccccc1)Nc1ccc(N2CCOCC2)cc1	15.0%
CC(C)=NNC(=O)C(=O)Nc1cccc(Cl)c1	10.0%
O=C(CN1C(=O)C2C3CCC(C3)C2C1=O)Nc1cccc(C(=O)O)c1 (stereo unspecified)	10.0%
COc1cc([N+](=O)[O-])ccc1NC(=S)NC(=O)/C=C/c1ccccc1	12.0%
CCOc1cc(/C=N/O)ccc1OCc1ccc(Cl)cc1	0.0%
C/C(=N\NC(=O)c1cccc(Cl)c1)c1ccc([N+](=O)[O-])cc1	0.0%
COc1cc(-c2csc(N)n2)ccc1O	2.0%
COc1ccc(/C=N/Nc2ccc(Br)cc2)cc1[N+](=O)[O-]	24.0%
CCN(CC)c1ccc(NC(=O)c2ccc([N+](=O)[O-])cc2)cc1	8.0%
Cc1ccc2nc(-c3ccc(NC(=O)/C=C/c4ccco4)cc3)oc2c1	11.0%
O=C1/C(=C\c2cc([N+](=O)[O-])ccc2OCc2ccc(F)cc2)SC(=S)N1Cc1ccccc1	15.0%
COc1cc(Cl)cc(/C=C2\SC(N)=NC2=O)c1OC	8.0%
COc1ccc(N2C(=O)/C(=C\c3cn(CC(=O)Nc4ccccc4)c4ccccc34)C(=O)NC2=S)cc1	5µM*

4 entries from above, as a markdown table.
| compound | RNase H inhibition |
| --- | --- |
| COc1cc(-c2csc(N)n2)ccc1O | 2.0% |
| COc1ccc(/C=N/Nc2ccc(Br)cc2)cc1[N+](=O)[O-] | 24.0% |
| CCN(CC)c1ccc(NC(=O)c2ccc([N+](=O)[O-])cc2)cc1 | 8.0% |
| Cc1ccc2nc(-c3ccc(NC(=O)/C=C/c4ccco4)cc3)oc2c1 | 11.0% |

The list goes on.
SMILES	RNase H inhibition
Cc1cccc(CN2CCN(C(=O)c3ccccc3F)CC2)c1	0.0%
COc1ccc(Br)cc1/C=C/C(=O)Nc1ccc(Cl)c([N+](=O)[O-])c1	16.0%
CCCCN1C(=O)NC(=O)/C(=C\c2cnc(-c3ccccc3)nc2)C1=O	17.0%
COc1ccc(C(=O)N/N=C(/C)c2ccc(Br)cc2)cc1	8.0%
Cc1ccc(NC(=O)c2c(-c3ccccc3)noc2C)cc1Cl	12.0%
O=C(c1ccc(Cl)cc1)N1CCN(c2ccc([N+](=O)[O-])cc2Cl)CC1	1.0%
CC1=C(C(=O)OCc2ccccc2)C(c2cccc(Br)c2)C2=C(CC(c3ccccc3)CC2=O)N1 (stereo unspecified)	28.0%
CCOc1ccccc1/C=C(\C#N)c1nc(-c2ccc(OC)c(OC)c2)cs1	22.0%
O=C(O)c1ccc(/C=C2\SC(=O)N(c3ccc(F)cc3)C2=O)cc1	6.0%
Cc1cc(OCC(=O)Nc2cccc(I)c2)ccc1Br	0.0%
CC1=C(C(=O)Nc2ccccn2)C(c2cc([N+](=O)[O-])ccc2Cl)C2=C(CCCC2=O)N1 (stereo unspecified)	3.0%
COc1cc(/C=N/NC(=O)c2cncc(Br)c2)cc(OC)c1OC	10.0%
CS(=O)(=O)N(CC(=O)NCCNC(=O)CN(c1ccc(Cl)cc1)S(C)(=O)=O)c1ccc(Cl)cc1	0.0%
C=CCc1ccc(OCCCOc2ccc(C)cc2Cl)c(OC)c1	21.0%
COC(=O)c1c(-c2ccccc2Cl)csc1N	0.0%
COc1ccc(NC(=O)CC2CCC2)c(OC)c1	9.0%
C/C(=N\NC(=O)C(O)c1ccccc1)c1cccc(NC(=O)c2ccco2)c1 (stereo unspecified)	22.0%
CCOC(=O)C1=C(C)N=c2s/c(=C/c3ccc(-c4ccc(C)cc4[N+](=O)[O-])o3)c(=O)n2C1c1cccs1 (stereo unspecified)	6.0%
Cc1ccc(-c2cc(C(F)(F)F)n3nc(C(N)=O)c(Cl)c3n2)cc1	11.0%
COc1ccc(C(=O)O/N=C(\N)c2cccc([N+](=O)[O-])c2)cc1OC	0.0%
Fc1cccc(Cl)c1C=NN1CCN(C2c3ccccc3-c3ccccc32)CC1	3.0%
CCOc1ccc(NCCC(=O)c2cccs2)cc1	6.0%
CCOc1ccc(-n2nc3ccc(NC(=S)NC(=O)c4ccc(Br)cc4)cc3n2)cc1	5.0%
CCCN1C(=O)c2ccccc2NC1c1ccc(Cl)cc1Cl (stereo unspecified)	9.0%
Cc1ccc(-n2[nH]c(C)c(C=Nc3cc(Cl)ccc3O)c2=O)cc1	4.0%
C1CCCC(NCCN2CCOCC2)CCC1	13.0%
COc1cccc(OCCCCOc2ccc(Cl)cc2)c1	26.0%
COc1cccc(/C=C/c2nc3ccccc3c(=O)n2-c2cccc([N+](=O)[O-])c2)c1O	27.0%
O=c1/c(=C/c2ccc(-c3cccc(F)c3)o2)sc2nc3ccccc3n12	2.0%
COc1cc(CN2CCCCCC2)cc(I)c1O	3.0%
CCOC(=O)c1c(C)nc2ccc(OC(F)(F)F)cc2c1-c1ccccc1	0.0%
Cn1c(=O)c2c([nH]c(=S)n2Cc2ccccc2Cl)n(C)c1=O	0.0%
O=C1c2ccccc2C(=O)c2c1c(Cl)c(Cl)c(Cl)c2N1CCCC1	16.0%
CCOC(=O)C1=C(C)N=c2s/c(=C\c3ccc(-c4ccc(Cl)cc4[N+](=O)[O-])o3)c(=O)n2C1c1ccccc1 (stereo unspecified)	49.0%
O=C(NCCN1CCOCC1)Nc1ccc(Cl)cc1	0.0%
Cc1ccc(/C=C2\SC(=S)N(CCCC(=O)Nc3cccc(C(F)(F)F)c3)C2=O)cc1	24.0%
COc1ccc(CC(=O)Nc2ccc(N(C)C)c3ccccc23)cc1	7.0%
CCOc1ccc(-c2cc(C(=O)N/N=C(\C)c3ccc4ccccc4c3)[nH]n2)cc1	30.0%
CN(C)c1ccc(C(=O)N/N=C/c2cccs2)cc1	0.0%
COc1ccc(/C=C/C(=O)Nc2ccc(NC(=O)c3ccco3)c(OC)c2)cc1	17.0%
CCCCCOC(=O)C1=C(C)NC(=O)NC1c1ccc(Cl)c(Cl)c1 (stereo unspecified)	44.0%
Cc1cccc(Nc2ncc(F)c(Nc3cccc(C)c3)n2)c1	9.0%
O=C(Nc1cc(C(F)(F)F)ccc1Cl)c1cccc(C(=O)Nc2cc(C(F)(F)F)ccc2Cl)c1	0.0%
CC(=O)Nc1ccc2[nH]c(C)cc(=O)c2c1	10.0%
CCNC(=O)C(=O)NCCc1ccc(OC)c(OC)c1	0.0%
CCCOc1ccc(C(=O)N/N=C/c2ccc(OC)c(OC)c2)cc1OC	14.0%
COc1ccc(C(=O)NNC(=O)c2ccc(F)cc2)cc1	1.0%
O=C(NCC1CCCO1)c1ccc(Br)cc1 (stereo unspecified)	9.0%
COc1ccc(/C=C2/SC(N3CCN(c4ccccc4[N+](=O)[O-])CC3)=NC2=O)cc1	9.0%
O=C(Cc1cccc2ccccc12)N/N=C/c1cc(Br)c(O)c(Br)c1O	0.0%
O=C(Cc1ccc(Cl)cc1)Nc1cc(C(=O)O)cc(C(=O)O)c1	2.0%
CC1(C)Cc2ccccc2C(NN=C2CCCC2)=N1	5.0%
CC1=CC(C)C(C(=O)O)C(C(=O)Nc2cccnc2)C1 (stereo unspecified)	0.0%
Cc1ccc(-c2nc3ccccc3s2)cc1NC(=O)c1ccccc1[N+](=O)[O-]	7.0%
COc1cc(C=C2C(=O)NC(=O)NC2=O)cc(Cl)c1OCCOc1ccc(C)c(C)c1	2.0%
CCc1cc(/C(O)=C/c2nc3ccccc3n2C)c(O)cc1OC(=O)C(C)(C)C	11.0%
O=C(NNc1c(Cl)cc(Cl)cc1Cl)c1cccs1	7.0%
Cc1ccccc1NC(=O)/C(C#N)=C\c1ccsc1	1.0%
O=P(CO)(Cc1ccccc1)Cc1ccccc1	8.0%
COc1ccc(CCNS(=O)(=O)c2ccccc2[N+](=O)[O-])cc1	0.0%

Next section:
SMILES	RNase H inhibition
CN(C)c1ccc(/C=C2/SC(=O)N(c3ccccc3)C2=O)cc1	12.0%
C=CCOc1ccc2oc(=O)cc(C)c2c1	6.0%
COc1cc(NC(=O)COc2cccc(C)c2)c(OC)cc1Cl	14.0%
O=C(CCCC(=O)OCC(F)(F)C(F)F)Nc1ccc(NC(=O)CCCC(=O)OCC(F)(F)C(F)F)cc1	8.0%
O=C(NN=C1CCCCCC1)c1ccc(Cl)c(Cl)c1	4.0%
O=C1NN(c2ccccc2)C(=O)/C1=C/c1ccc(-c2ccccc2[N+](=O)[O-])o1	21.0%
Cc1c(Cc2ccccc2)c(NCc2ccccc2)n2c(nc3ccccc32)c1C#N	32.0%
O=C1C(=O)N(Cc2ccccc2)C(c2ccc(Cl)cc2)/C1=C(/O)c1ccccc1 (stereo unspecified)	9.0%
CCOc1nc(N2CCOCC2)nc(N2CCN(c3ccc(OC)cc3)CC2)n1	0.0%
COc1cc(C2C(C(=O)OCc3ccccc3)=C(C)NC3=C2C(=O)CCC3)ccc1O (stereo unspecified)	6.0%
COc1ccc(OC)c(NC(=O)CCC2CCCCC2)c1	0.0%
N#CC1C(=O)NC(=S)C(C#N)C12CCC(c1ccccc1)CC2 (stereo unspecified)	27.0%
COc1cccc(COc2cc3oc(=O)c4c(c3cc2Cl)CCCC4)c1	12.0%
CCCOc1ccc(-c2cc(OCC)c3c(C)oc(C)c3c(=O)c2)cc1	16.0%
CCOC(=O)CCc1c(C)nc2c(C)c(-c3ccccc3)[nH]n2c1=O	13.0%
O=C(O)CN(c1ccc(Cl)c(C(F)(F)F)c1)S(=O)(=O)c1ccccc1	20.0%
COc1cc(NC(=O)c2ccc(Br)cc2)cc([N+](=O)[O-])c1	8.0%
COc1ccc(Br)cc1C1CC(=O)Nc2c1ccc1ccccc21 (stereo unspecified)	19.0%
COC(=O)c1ccc(C(=O)OC)c(NC(=O)c2ccc(F)cc2)c1	3.0%
O=C(c1cc2ccccc2oc1=O)N1CCCC1	0.0%

4 records drawn at random from the list so far, as already listed:
SMILES	RNase H inhibition
Cc1ccccc1NC(=O)/C(C#N)=C\c1ccsc1	1.0%
O=C(O)c1ccc(/C=C2\SC(=O)N(c3ccc(F)cc3)C2=O)cc1	6.0%
Cc1cc(Br)cc(C)c1NC(=S)NC(=O)Cc1ccccc1	23.0%
CC1=C(C(=O)Nc2ccccn2)C(c2cc([N+](=O)[O-])ccc2Cl)C2=C(CCCC2=O)N1 (stereo unspecified)	3.0%

3 compounds already listed, ordered by formula weight, low to high:
SMILES	RNase H inhibition
CCOc1cc(/C=N/O)ccc1OCc1ccc(Cl)cc1	0.0%
CCOC(=O)CCc1c(C)nc2c(C)c(-c3ccccc3)[nH]n2c1=O	13.0%
O=C(Cc1cccc2ccccc12)N/N=C/c1cc(Br)c(O)c(Br)c1O	0.0%

Next results
SMILES	RNase H inhibition
CC(=O)C1=C(O)C(=O)N(CC2CCCO2)C1c1cccc(F)c1 (stereo unspecified)	15.0%
COc1ccc(OC)c(C2C3=C(CC(C)(C)CC3=O)OC3=C2C(=O)CC(C)(C)C3)c1	25.0%
COc1cccc(OCC(O)CN2CCN(c3ccccc3F)CC2)c1 (stereo unspecified)	7.0%
CC1(C)CC(NC(=O)C(=O)Nc2ccc3c(c2)OCO3)CC(C)(C)N1	10.0%
O=C(/C=C/c1ccco1)Nc1cccc([N+](=O)[O-])c1	6.0%
CCN(CC)S(=O)(=O)c1cc(C(=O)Nc2ccc(C)cc2)ccc1C	3.0%
COc1ccc(OC)c(CN2CCN(Cc3ccccc3OC)CC2)c1	10.0%
Cc1cc(/C=C(/C#N)C(=O)Nc2ccc3ccccc3c2)c(C)n1-c1cccc(C(=O)O)c1	0.0%
CCn1c2ccccc2c2nnc(N/N=C/c3cccc(I)c3)nc21	9.0%
COc1ccc(CN2CCN(Cc3ccccc3C(F)(F)F)CC2)cc1OC	20.0%
COc1ccc(C(=O)Nc2ccc([N+](=O)[O-])cc2Cl)c(OC)c1	5.0%

This is a subset; count on the stated rates, not on these rows.
